# hcDAF-12 act – activates DAF-12 receptor from parasite H. contortus; HEK293 hcDAF-12 lit1-tk-luc reporter, luminescence; 0% DMSO, 100% Δ7-dafachronic acid; AID 652067; 1.4% of 370,000 active; activation, % at 6.8 µM;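 active = activation above the mean of all tested compounds plus 3 SD, cut at about 5.5% in these data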;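 note: 100% = response to 3 µM Δ7-dafachronic acid high control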
# DAX1 inh-1 – inhibitors of human orphan nuclear receptor DAX1 (NR0B1). AID 504766. inhibition, % at 6.75 µM. 0.99% of 340,000 active. HEK293 Gal4-DAX1 luciferase reporter, luminescence;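 active = inhibition above the mean over all tested compounds plus 3 SD, cut at about 4.2% in these data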;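 note: 0% = DAX1-transfected cells with DMSO and 100% = empty-vector control cells with DMSO; inhibition shows as a rise in luminescence from relieved DAX1 repression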
# GAA850 FXN act – increases GAA850 frataxin promoter reporter activity; 0.56% of 360,000 active; AID 540364; activation, % at 6 µM; HEK293 lucGAA850 FXN promoter luciferase reporter, 24 h; percent of 10 µM SAHA response;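 active = activation above the average of all compounds screened plus 3 SD, cutoff fixed separately per campaign, cut at about 7.5% in these data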;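 note: 0% = DMSO wells and 100% = 10 µM SAHA wells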
# ADAM10 inh – inhibits human ADAM10; 0.62% of 370,000 active; recombinant ADAM10, EDANS/DABCYL FRET peptide cleavage, 3 h; inhibition, % at 7 µM; O14672; AID 720582;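 active = inhibition above a per-campaign cutoff equal to the mean of compounds falling between control-based bounds plus 3 SD, cut at about 20% in these data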;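 note: 0% = DMSO wells while the 100% control is not disclosed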
# NPR1 activator – GC-A (human) enzyme activation; AID 1671463; activation, % at 10 µM; 0.14% of 370,000 active; HEK293 GC-A cells, cGMP TR-FRET, EC30 ANP; 0% at EC30 ANP, 100% saturating ANP; P16066; in the data active = activation above about 40%
# Target sequence (P16066 whole entry, looked up): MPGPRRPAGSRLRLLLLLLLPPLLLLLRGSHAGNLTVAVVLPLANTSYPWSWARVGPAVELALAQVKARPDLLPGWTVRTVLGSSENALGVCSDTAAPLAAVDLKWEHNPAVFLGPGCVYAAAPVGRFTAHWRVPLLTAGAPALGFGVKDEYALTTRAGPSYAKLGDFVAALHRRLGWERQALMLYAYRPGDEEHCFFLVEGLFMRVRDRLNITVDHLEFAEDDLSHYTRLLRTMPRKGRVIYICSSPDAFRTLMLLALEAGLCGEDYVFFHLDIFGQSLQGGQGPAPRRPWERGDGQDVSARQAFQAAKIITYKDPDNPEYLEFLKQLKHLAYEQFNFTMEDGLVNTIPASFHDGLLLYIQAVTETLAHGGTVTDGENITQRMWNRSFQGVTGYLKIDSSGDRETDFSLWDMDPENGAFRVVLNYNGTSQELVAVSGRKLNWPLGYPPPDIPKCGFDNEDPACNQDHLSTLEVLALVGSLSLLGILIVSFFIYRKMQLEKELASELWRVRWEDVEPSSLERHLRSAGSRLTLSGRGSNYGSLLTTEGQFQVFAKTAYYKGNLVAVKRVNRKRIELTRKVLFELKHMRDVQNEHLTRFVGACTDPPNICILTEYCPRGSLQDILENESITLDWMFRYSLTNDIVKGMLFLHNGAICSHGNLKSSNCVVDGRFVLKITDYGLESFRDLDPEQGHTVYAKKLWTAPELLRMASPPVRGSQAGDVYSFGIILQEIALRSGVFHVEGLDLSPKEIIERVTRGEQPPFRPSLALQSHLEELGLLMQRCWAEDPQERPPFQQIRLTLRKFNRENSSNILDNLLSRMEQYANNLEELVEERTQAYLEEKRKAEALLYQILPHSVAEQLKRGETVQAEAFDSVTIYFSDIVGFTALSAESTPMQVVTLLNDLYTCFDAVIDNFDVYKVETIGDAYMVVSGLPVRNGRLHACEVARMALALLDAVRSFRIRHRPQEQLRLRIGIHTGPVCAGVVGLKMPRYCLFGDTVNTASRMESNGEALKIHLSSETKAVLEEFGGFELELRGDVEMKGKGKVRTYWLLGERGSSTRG
# SMARCA2 act – SMARCA2 function activation, primary screen; MG213 cells, MMTV-luciferase reporter, dexamethasone, overnight; activation, % at 9.1 µM; 1% of 370,000 active; in the data active = activation above about 7.8%;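 note: 0% = vehicle wells and 100% = reference activator wells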
# hgDAF-12 ag – hgDAF-12 agonism, primary luciferase screen. AID 687014. 1.8% of 370,000 active. activation, % at 6.8 µM. HEK293 GAL4-hgDAF12 UAS-luciferase reporter, agonist luminescence; normalized to butyrate control;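 active = activation above a cutoff set at the mean of all screened compounds plus 3 SD, cut at about 10% in these data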;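 note: 0% = DMSO wells and 100% = sodium butyrate wells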
# GC-B act – GC-B (human) receptor activation. AID 1920062. HEK293-GC-B cells, CNP EC30, cGMP TR-FRET; 0% at EC30 CNP, 100% saturating CNP. P20594. 0.11% of 370,000 active. activation, % at 10 µM;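 active = activation at 10 µM reaching about 35% in either raw or pattern-adjusted values, limit read from the data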
# ssDAF12 agonist – activates DAF-12 receptor from parasite S. stercoralis; activation, % at 6.8 µM; 1% of 370,000 active; HEK293 ssDAF-12/GRIP1 lit1-tk-luc reporter, luminescence; % of 3 µM dafachronic acid response;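 active = activation above the mean over all tested compounds plus 3 SD, cut at about 0.9% in these data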;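 note: 0% = DMSO-only wells and 100% = 3 µM delta7-dafachronic acid wells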
# DAX1 inh-2 – DAX1 (NR0B1) inhibition, primary screen; AID 652010; 1.1% of 370,000 active; inhibition, % at 6.8 µM; HEK293T StAR-luciferase reporter, SF-1/DAX-1 repression relief;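 active = inhibition above the mean over all tested compounds plus 3 SD, cut at about 3.6% in these data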;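 note: 0% = DAX-1 cells with DMSO and 100% = cells lacking DAX-1 with DMSO; higher inhibition means more luminescence from relief of DAX-1 repression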
# HGIII-sPLA2 inh – Inhibits HGIII-sPLA2 liposome hydrolysis, primary screen; 0.56% of 370,000 active; QFRET BODIPY PC-A2 liposome hydrolysis, fluorescence; inhibition, % at 12.2 µM;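 active = inhibition above mean plus 3 SD of compounds lying within the high and low control bounds, cut at about 19% in these data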;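 note: 0% = median of test compound wells and 100% = no enzyme DMSO wells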
# Active calls of the source: *; i = inactive; . = not tested or not shown.
SMILES,hcDAF-12 act,DAX1 inh-1,GAA850 FXN act,ADAM10 inh,NPR1 activator,SMARCA2 act,hgDAF-12 ag,GC-B act,ssDAF12 agonist,DAX1 inh-2,HGIII-sPLA2 inh
CCOC(=O)C1(C)CCN1C(=O)c1ccc(C(F)(F)F)cc1 (configuration not stated),-1.9,.,0.2,-14,0,-2,-1.6,0,-0.9,-0.7,10
Cc1nnc(NC(=O)c2ccc(S(=O)(=O)N3CC(C)OC(C)C3)cc2)o1 (configuration not stated),-1.2,0.5,-2.1,-6,1,0,2.2,2,-0.3,0.7,-3
CN(C)C(=O)CN1C(=O)NC2(CCCc3ccccc32)C1=O (configuration not stated),-0.7,-0.3,0.5,4,2,-2,-0.8,-2,-1.1,0.0,1
CCOC(=O)c1nnc(-c2ccc(C)cc2)nc1Oc1ccc(Cl)cc1Cl,4.7,-0.1,1.5,3,-6,2,-0.1,-1,-0.7,0.7,-6
CN(C)CCSc1nc(-c2ccccc2)nc2c1CCC2,-0.3,0.5,4.2,-7,0,-1,4.3,3,-0.4,0.2,0
c1ccc(-c2nnc(N3CCN(c4ccccc4)CC3)nc2-c2ccccc2)cc1,-0.1,.,-1.4,1,-5,-2,1.6,0,-1.6,0.2,-2
O=C(CN1C(=O)CSc2ccc(S(=O)(=O)N3CCOCC3)cc21)NCc1c(F)cccc1Cl,1.0,0.8,-1.8,-14,-2,-4,0.6,1,-1.9,-0.6,12
Cc1cccc(Cn2cc(COC(=O)N(C)Cc3ccccc3)nn2)c1,1.2,.,.,-9,-1,-4,-3.3,2,-0.8,-0.4,4
NS(=O)(=O)c1ccc2nc(NC(=O)CS(=O)(=O)c3ccc(F)cc3)sc2c1,9.7*,0.6,4.4,-2,1,1,2.1,2,1.3*,0.3,-21
COc1cccc(CNS(=O)(=O)c2c(C)[nH]c(C)c2C(=O)N2CCCC2)c1,0.5,0.5,-0.7,-3,-2,-2,-0.6,3,-1.1,-0.1,2
Nc1nc(CN2CCCCCC2)nc(Nc2ccccc2)n1,-1.0,0.2,-0.1,1,0,-2,0.4,5,-0.1,-0.6,-1
COc1ccc(OC)c(CNC(=O)C2CCCN(C(=O)N(C)C)C2)c1 (configuration not stated),-0.1,0.6,2.6,1,1,-2,-0.5,-1,-0.8,0.0,3
CCn1cc(SCC(=O)Nc2cc(C)on2)c2ccccc21,-1.0,-0.1,1.1,-14,3,-1,1.6,-1,-1.3,-1.1,2
CCC(C)NC(=O)CSc1nnc(-c2ccc(Cl)cc2)n1N (configuration not stated),1.2,-0.3,-0.2,-14,-4,-3,3.5,-4,-1.8,-0.7,4
Cc1occc1C(=O)Nc1nnc(C(F)(F)F)s1,-0.2,0.2,-0.6,-4,-1,-3,-1.1,2,-1.3,0.3,10
O=c1c2ccccc2nc2n1C(CBr)CN2 (configuration not stated),-1.7,0.5,-1.7,3,2,1,-3.9,7,-1.8,0.3,-1
CCc1cc2c(=O)c(Oc3ccccc3F)c(C)oc2c(CN(C)C)c1O,1.0,-0.1,-1.5,i,3,-3,0.1,2,-1.1,0.0,-1
Cc1ccc(CS(=O)(=O)c2ncc(Cl)c(C(=O)Nc3nnc(C(C)C)s3)n2)cc1,-3.0,-2.2,-7.9,6,13,-9,-5.5,2,-2.1,-2.1,-5
COc1ccc(/C=N/OCC(=O)Nc2nc3ccccc3s2)cc1,0.5,0.8,-2.0,-2,1,7,-2.2,3,-0.1,-0.6,1
Cc1ccc(-c2nnc(SCC(=O)N/N=C/c3ccc(C(=O)O)cc3)n2C2CCCCC2)cc1,-0.2,-0.2,0.5,-13,0,-1,3.0,0,-0.9,1.2,16
CN(CC(=O)Nc1cccc(F)c1)C(=O)C1CC(=O)N(Cc2ccco2)C1 (configuration not stated),-1.3,1.5,0.6,1,1,-1,-0.2,4,-0.9,1.2,3
CC(C)[C@@H]1NC(=O)[C@H]2C[C@@]3(C)c4ccccc4N[C@H]3N2C1=O,1.5,.,.,-16,3,-3,-1.5,-4,0.8,-0.9,0
O=C1CCCCN1CCC(=O)N1CCCC(N2CCN(c3ccccc3)CC2)C1 (configuration not stated),-0.6,-0.1,0.1,2,4,3,0.6,1,-0.7,0.1,2
Cn1ccc2c(-c3ccc(F)nc3)cc3c(c21)C1CCC3C1 (configuration not stated),-2.4,.,.,-31,11,-2,-4.1,7,-1.3,-2.3,1
COc1ccccc1/C=C/C(=O)c1c2c(c(C)[nH]c1=O)CCCC2,-1.7,-0.9,-11,1,9,-4,-2.5,3,-1.7,-2.7,-7

# Just hgDAF-12 ag, ssDAF12 agonist and hcDAF-12 act (two entries from above):
SMILES	hgDAF-12 ag	ssDAF12 agonist	hcDAF-12 act
c1ccc(-c2nnc(N3CCN(c4ccccc4)CC3)nc2-c2ccccc2)cc1	1.6	-1.6	-0.1
O=C(CN1C(=O)CSc2ccc(S(=O)(=O)N3CCOCC3)cc21)NCc1c(F)cccc1Cl	0.6	-1.9	1.0

# Other results.
SMILES,hcDAF-12 act,DAX1 inh-1,GAA850 FXN act,ADAM10 inh,NPR1 activator,SMARCA2 act,hgDAF-12 ag,GC-B act,ssDAF12 agonist,DAX1 inh-2,HGIII-sPLA2 inh
CC(C)C[C@@H]1COc2cccc(N3CCCC3)c2S(=O)(=O)N1,-1.3,.,.,-8,-3,-3,-4.3,-2,-0.9,0.1,10
CCCOC(=O)c1c(-c2ccc(C)cc2C)csc1NC(=O)C1C2CCC(O2)C1C(=O)O (configuration not stated),-2.0,-0.6,-0.3,-8,-2,-2,0.3,5,-1.1,-0.5,-22
Brc1ccc(-c2ccccc2)cc1,1.0,0.8,7.4,-7,5,-7,-3.8,-8,-1.2,0.2,7
Cn1c(CNC(=O)CNS(=O)(=O)c2ccc(Br)cc2)cc(=O)n(C)c1=O,3.2,0.1,0.6,-9,-1,-2,-0.3,-4,-0.5,0.5,6
C/C(CC(=O)Nc1ccc(N(C)C)cc1)=N\NC(=O)c1ccc([N+](=O)[O-])cc1Cl,-1.3,-0.8,1.2,2,-2,-2,0.4,-7,-1.4,-0.4,0
Cc1ccc(N2C(=O)c3ccc(N)cc3C2=O)cc1C,4.5,0.5,4.6,-13,9,1,9.3,3,-1.1,1.4,5
CC(=O)c1ccc(N2CCN(S(=O)(=O)c3ccc4ccccc4c3)CC2)cc1,-1.2,0.8,1.3,-15,-29,-2,2.4,-19,-1.5,-0.1,8
CN1CCCCC(NC(=O)COCc2ccccc2)C1=O (configuration not stated),-0.8,.,.,5,-1,-1,1.2,0,-1.3,-0.3,6
Fc1ccccc1OCCCCN1CCCCC1,-1.6,0.9,3.4,5,2,1,-1.6,-1,-1.0,-0.1,-1
Cc1ccc(C)c(OCCC(=O)OCC(=O)NC2CC2)c1,-0.1,0.2,-0.7,-4,3,-5,-1.0,-5,-0.3,1.4,13
N#C/C(=C\c1c[nH]c2ccccc12)C(=O)NCC1CCCO1 (configuration not stated),0.7,0.0,4.0,6,-1,5,4.2,-8,-1.1,0.7,1
CC(C)NC(=O)c1sc2c(c1C(=O)Nc1cccnc1)CCCC2,0.2,0.8,-1.2,-19,-5,-3,-4.5,0,-1.1,-1.2,11
Cc1ccc([C@@H]2C3COCC=C3C(C#N)=C(N)C2(C#N)C#N)o1 (some centres not stated),-0.9,0.6,-2.4,-165,2,0,0.2,-5,-0.8,-0.4,-21
COCCN(C(=O)COC(=O)/C=C/c1cccc(C(F)(F)F)c1)c1c(N)n(CC(C)C)c(=O)[nH]c1=O,-1.4,0.6,-0.5,-7,1,-2,1.4,-1,-1.4,-0.6,-1
Nc1[nH]c(C(=O)c2ccccc2)c(-c2ccc(Cl)cc2Cl)c1C(=O)NCCc1c[nH]c2ccccc12,-2.9,.,.,-2,-10,1,1.9,-4,-1.3,-1.6,-49
O=C(c1ccc(OC2CCN(CCc3ccccc3)CC2)cc1)N1CCCCC1CCCO (configuration not stated),0.2,-0.4,1.7,2,-4,-2,-1.2,1,-1.3,-1.0,-15
Cc1cc(NC(=O)c2cc(-c3ccccn3)nc3ccccc23)no1,-0.1,-0.9,-2.0,-7,0,-2,-0.1,-1,-1.3,-0.9,0
O=C(NCCc1ccccc1)Oc1ccc(Cl)cc1,2.6,0.5,1.4,2,7,3,5.7,2,-0.8,0.4,-1
Cc1ccc(S(=O)(=O)N2C[C@]3(O)C[C@@H]4C(=O)N(c5ccccc5)C(=O)[C@@H]4C[C@]3(OC(=O)NCc3ccco3)C2)cc1,0.2,0.4,-0.2,-12,0,0,-0.4,5,-1.1,0.4,-1
CCCCn1c(SCC(=O)NC2CCS(=O)(=O)C2)nc2ccccc2c1=O (configuration not stated),-0.4,0.5,-3.0,4,-3,-1,-1.9,0,-1.1,0.0,1
CCc1ccc(N=C2NC(=O)/C(=C/c3ccc(OCC(=O)O)cc3)S2)cc1,-1.1,-0.1,0.9,-7,-6,-2,-0.8,2,-0.7,0.1,-14
COC(=O)[C@@H](NCc1cccc(CN[C@H](C(=O)OC)C(C)C)c1)C(C)C,-1.9,2.4,-0.8,0,-1,0,0.4,0,-0.6,-0.1,8
CC1(C)CCc2c([nH]c3ccccc3c2=O)O1,-2.1,5.5*,-2.3,-12,0,2,-4.8,9,-0.7,0.1,4
COc1cc(/C=N/NC(=O)C(=O)/C=C2\NC3(CCCC3)Cc3ccccc32)ccc1O,-0.1,-0.4,1.6,13,-3,-4,-2.1,-17,-1.8,-0.9,-6
CC1NC2(C(=O)N(Cc3ccccc3)c3ccccc32)C2C(=O)N(c3ccccc3)C(=O)C12 (configuration not stated),-1.6,0.6,-2.9,-1,0,-3,-1.3,3,-1.4,-0.6,-5

# The list goes on.
SMILES,hcDAF-12 act,DAX1 inh-1,GAA850 FXN act,ADAM10 inh,NPR1 activator,SMARCA2 act,hgDAF-12 ag,GC-B act,ssDAF12 agonist,DAX1 inh-2,HGIII-sPLA2 inh
CC(=O)c1cccc(NC(=O)CSc2nc(=O)n(CCCN3CCOCC3)c3c2CCC3)c1,-1.1,-0.2,0.8,-1,3,-1,0.3,-5,-0.8,1.9,-1
COc1cc(CNCc2ccccn2)ccc1OCc1ccc(Cl)cc1,1.4,0.3,1.0,-1,6,-3,1.7,-2,-0.6,0.3,3
O=C(NCCCCc1ccccc1)c1cccc(NC(=O)C2CCCC2)c1,-1.4,-0.6,-3.1,-16,1,-3,0.0,6,-1.8,-1.7,-4
CCOC(=O)C(=NCC1CCCO1)NNc1cc(Cl)ccc1Cl (configuration not stated),7.5*,0.5,0.8,2,-17,0,1.1,-8,-0.9,-0.4,-5
CCn1c(C)nc2c1C(=O)c1ccccc1C2=O,-2.1,-0.7,-2.5,1,-2,-3,-0.6,5,-1.2,-0.3,9
COc1cc(C#Cc2c(-c3cncn3C)n(C)c3ccc(-c4ccc(CN5CCOCC5)cc4)cc23)cc(OC)c1,-2.3,0.6,0.7,-278,2,1,-0.3,-7,-0.9,-0.4,6
Cc1ccc(OCC(=O)NC2CCCC2)c(C)c1,-1.8,0.6,0.4,2,0,1,3.2,9,-1.3,0.5,-2
CCCNc1ncc2c(=O)[nH][nH]c(=O)c2n1,0.6,1.0,0.8,-2,1,0,3.1,1,-0.5,-0.5,3
CC(=O)Nc1cc(C(=O)OC(C(=O)c2ccccc2)c2ccccc2)ccc1C (configuration not stated),-1.5,1.2,2.0,1,1,-6,0.1,3,-1.7,-0.6,-10

# Bioassay records deposited in PubChem by several laboratories.
